# CXXC DNA block – MLL CXXC-DNA interaction inhibition; Q03164; MLL-CXXC / FITC-HOXA9 DNA fluorescence polarization; Potency, µM (highest dose often 115 µM), for inactives: at the highest dose activity change, negative = inhibition, most hits filed as inhibitors; 290,000 tested, 0.037% active; AID 2662; active means well fitted inhibition curve with a large enough effect in the polarisation, with a control signal flat, not every such curve was filed as active; inconclusive means small, poorly fitted or top-dose-only effect, or effect the other way, or a change in a side signal; inactive means no such curve, though single readings can be large or run the other way; the % refers to the polarisation; further: potency means the concentration at half of the fitted maximal effect
#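 Purified MLL-CXXC (added from a 7 uM solution) was preincubated 5 min at ambient with pinned compounds in 50 mM Tris-HCl pH 7.5, 50 mM NaCl, 1 mM DTT, 0.05% BSA. Fluorescein-labeled HOX-A9 DNA (50 nM solution) followed, 30 min, then polarization read.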
# Mito fusion act – mitochondrial division inhibition or fusion activation; AID 485298; S. cerevisiae fusion-defective mutant growth rescue, CellTiterGlo 48 h; Potency, µM (top dose mostly 46.1 µM), inactives show at the highest dose growth rescue (activation), hits mostly activators; 320,000 tested, 0.23% active;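 further: potency means the concentration at half of the fitted maximal effect; % of control where 0% means no effect; nearly all actives have a fitted effect of over 45% in size; temperature-sensitive fusion mutants such as fzo1-1 at 37 °C on non-fermentable ethanol glycerol medium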
#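 Yeast fusion mutant, YPEG (non-fermentable carbon), compound, 48 h at 37C non-permissive; CellTiterGlo added, 10 min RT, luminescence read. Rescued growth = division inhibition.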
# TSHR antagonist – human thyrotropin receptor antagonism; TSHR-expressing cells, TSH-stimulated cAMP HTRF, 2 h; hits give low values; AID 504810; activity change, negative = inhibition, % at 11.5 µM; 330,000 tested, 0.2% active;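 active means activity change below a set negative limit, meaning inhibition stronger than a set level, cut at about -70% in these data; inconclusive means activity change between two set negative limits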; further: on the % scale 0 is the no-effect control and ±100 the full control effect
#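 TSHR-expressing cells, 200/well, pre-treated with compound, then stimulated with EC80 TSH (4nM final) for 2 hours at 37 deg C. cAMP measured by competitive HTRF: anti-cAMP cryptate antibody in lysis buffer plus cAMP-d2, read after 30 minutes at room temperature.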
# S-ASM inh – inhibitors of human secretory acid sphingomyelinase | 340,000 tested, 0.006% active | Potency, µM (doses to about 57.5 µM), for the others: at the top dose activity change, negative = inhibition, usual class: inhibitors | placental ASM, HMU-PC fluorogenic substrate, 60 min | P17405; further: potency means the concentration at half of the fitted maximal effect
#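 Steps: dispense placental human ASM, pin compound, wait 10 min at room temperature, add HMU-PC0 substrate at 9 uM final, incubate 60 min at 37 °C, add stop solution raising pH to 10, read fluorescence.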
# TCR activator – activates T cell receptor signaling. primary human leukocytes, anti-CD3, IL-2 HTRF, 48 h. Potency, µM (titrated, usually from 9.22 µM), for the others: at the top dose activation of IL-2 secretion, usual class: activators. 330,000 tested, under 10 active. AID 504894; further: % of control where 0% means no effect
#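 TCR engagement came from a-CD3 beads alone, with compounds added to primary human leukocytes for 48 hr. Secreted IL-2 bridged europium cryptate- and d2-labelled anti-IL-2 antibodies, giving FRET emission at 665nm after 320nm excitation.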
# Menin-MLL TR inh – inhibitors of human menin-MLL interaction, mutant MLL peptide; O00255; Potency, µM (titrated, usually from 61.6 µM), inactives show at the highest dose FP activity change, negative = inhibition, most hits filed as inhibitors; Menin + Texas Red MLL mutant peptide, fluorescence polarization; AID 1768; 270,000 tested, 0.23% active; active means well fitted inhibition curve with a large enough effect in the polarisation, with a control signal flat, not every such curve was filed as active; inconclusive means small, poorly fitted or top-dose-only effect, or effect the other way, or a change in a side signal; inactive means no such curve, though single readings can be large or run the other way; the % refers to the polarisation; further: potency means the concentration at half of the fitted maximal effect; % of control where 0% means no effect; many of its hits are not listed in these tables
# Target sequence (O00255 whole entry, looked up): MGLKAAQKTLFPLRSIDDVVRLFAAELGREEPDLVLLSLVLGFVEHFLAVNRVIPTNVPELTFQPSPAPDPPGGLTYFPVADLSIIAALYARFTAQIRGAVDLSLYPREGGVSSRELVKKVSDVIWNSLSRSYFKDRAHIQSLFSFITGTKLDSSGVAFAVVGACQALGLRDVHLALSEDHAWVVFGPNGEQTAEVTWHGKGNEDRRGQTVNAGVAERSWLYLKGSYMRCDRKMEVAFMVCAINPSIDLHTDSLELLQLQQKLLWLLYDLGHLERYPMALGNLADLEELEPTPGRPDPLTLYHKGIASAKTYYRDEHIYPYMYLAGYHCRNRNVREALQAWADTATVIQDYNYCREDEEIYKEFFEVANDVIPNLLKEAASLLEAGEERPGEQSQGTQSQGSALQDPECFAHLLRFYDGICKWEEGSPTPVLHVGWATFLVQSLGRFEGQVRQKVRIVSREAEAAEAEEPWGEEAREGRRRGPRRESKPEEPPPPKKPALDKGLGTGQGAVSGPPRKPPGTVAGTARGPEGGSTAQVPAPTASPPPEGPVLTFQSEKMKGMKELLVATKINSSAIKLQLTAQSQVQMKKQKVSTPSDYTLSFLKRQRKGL
# MBNL1-CUG inh – MBNL1-poly(CUG) RNA binding inhibition; Q9NR56; TR-FRET MBNL1-His/biotin-(CUG)12 binding, 665/545 ratio; Potency, µM (top dose mostly 57.5 µM), for the others: at the top dose activity change, negative = inhibition, usual class: inhibitors; 280,000 tested, 0.036% active; active means well fitted inhibition curve with a large enough effect in the signal ratio, with a control signal flat, not every such curve was filed as active; inconclusive means small, poorly fitted or top-dose-only effect, or effect the other way, or a change in a side signal; inactive means no such curve, though single readings can be large or run the other way; the % refers to the signal ratio; further: potency means the concentration at half of the fitted maximal effect; on the % scale 0 is the no-effect control and ±100 the full control effect
# Target sequence (Q9NR56 whole entry, looked up): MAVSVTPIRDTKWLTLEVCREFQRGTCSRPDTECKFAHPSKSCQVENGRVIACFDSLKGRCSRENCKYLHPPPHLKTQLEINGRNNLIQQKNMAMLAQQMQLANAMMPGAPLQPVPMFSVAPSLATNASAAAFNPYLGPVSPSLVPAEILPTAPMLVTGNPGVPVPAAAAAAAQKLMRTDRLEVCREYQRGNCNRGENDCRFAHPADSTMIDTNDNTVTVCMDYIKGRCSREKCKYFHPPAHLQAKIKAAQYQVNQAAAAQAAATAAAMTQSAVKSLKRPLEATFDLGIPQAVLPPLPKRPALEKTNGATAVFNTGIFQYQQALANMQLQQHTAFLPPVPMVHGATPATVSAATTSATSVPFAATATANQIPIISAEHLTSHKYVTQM
#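 Inhibition of protein-RNA binding appears as loss of TR-FRET between terbium anti-His antibody on MBNL1-His and streptavidin-XL665 on biotin-(CUG)12. Activity is normalized to buffer-only and uninhibited-complex controls.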
# TSG101-PTAP inh – blocks PTAP/TSG101 interaction to inhibit HIV-1 budding; Q99816; Fluorescence polarization, FITC-PTAP peptide / Tsg101 binding; 340,000 tested, under 10 active; Potency, µM (series often up to 115 µM), for the others: top-dose activity change, negative = inhibition, actives largely listed as inhibitors; active means well fitted inhibition curve with a large enough effect in the main read-out, with a control signal flat, not every such curve was filed as active; inconclusive means small, poorly fitted or top-dose-only effect, or effect the other way, or a change in a side signal; inactive means no such curve, though single readings can be large or run the other way; further: potency means the concentration at half of the fitted maximal effect; % of control where 0% means no effect
#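 FP read-out: FITC-PTAP peptide, 50 nM final, binding Tsg101 binding domain, 10 uM final; 20 min, r.t.; 10 mM HEPES pH 7.5, 0.15 M NaCl, 0.01% Tween 20, 3 mM EDTA, 0.1 mM TCEP.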
# Integrin act MD – integrin-mediated muscular dystrophy alleviation activation; alpha7betagal myoblasts, beta-gal FDG fluorescence, 48 h; Potency, µM (doses to about 38.3 µM), for inactives: at the highest dose activation, actives largely listed as activators; AID 624291; 350,000 tested, 0.064% active;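 further: potency means the concentration at half of the fitted maximal effect; 100% = response of the positive control SU9516; nearly all actives have a fitted effect of over 60% in size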
#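 Alpha7betagal+/- myoblasts (passage 13) were plated 16-24 hr, then exposed to compounds (1:260 dilution of DMSO stock) for 48 hours at 37C. After MPER lysis, β-galactosidase reporter activity was read as FDG fluorescence (ex 480/em 540) after 30 minutes.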
# A-T KAP1 phos – candidate therapy for ataxia-telangiectasia. Potency, µM (series often up to 57.5 µM), for the others: at the top dose activation, hits mostly activators. 320,000 tested, 0.19% active. […] A-T fibroblasts, KAP-1 phosphorylation AlphaLISA; neocarzinostatin DNA damage 30 min before lysis; further: potency means the concentration at half of the fitted maximal effect; % of control where 0% means no effect; nearly all actives have a fitted effect of over 45% in size
#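 hTERT-immortalized A-T patient fibroblasts ([…]), 500 cells/well in OPTI-MEM, 1% FBS, got compounds for 60 min, then NCS for 30 min at 37C. Lysates were then assayed for phospho-KAP-1 by AlphaLISA (anti-pKAP1 donor, anti-KAP1 acceptor beads), 6 hr at 25C.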
# Numbers without * were called inactive; ? = inconclusive; nt = no result given; [ ] = another dose, or the depositor's remark. Unless noted, the call rests on the fitted dose curve; in most records, active means well fitted curve in the direction sought with a large enough effect; inconclusive means small, poorly fitted or top-dose-only effect, or another doubt; inactive means no such curve, though single readings can be large; an effect the other way counts as inactive or inconclusive.
SMILES,CXXC DNA block,Mito fusion act,TSHR antagonist,S-ASM inh,TCR activator,Menin-MLL TR inh,MBNL1-CUG inh,TSG101-PTAP inh,Integrin act MD,A-T KAP1 phos
CC(=O)N1c2c(cc(Br)cc2S(=O)(=O)NCc2ccc3c(c2)OCO3)CC1C (centres undefined),-4%,2%,6,1%,nt,1%,11%,-3%,3%,-3%
CC(=O)Cn1cnc2scc(-c3ccc(C)c(C)c3)c2c1=O,-6%,-10%,17,1%,nt,-8%,2%,-7%,0%,2%
COc1ccccc1NC(=O)Cc1csc(N)n1,0%,2%,7,-1%,0%,3%,-5%,-3%,-17%,-2%
O=C1C=C(c2ccc(Cl)c(C(F)(F)F)c2)C[C@@H](c2ccc(F)cc2)C1,nt,?,-43,-15%,-4%,nt,nt,-5%,-23%,4%
O=[N+]([O-])c1cc(Br)c(O)c(/C=N/Nc2nnnn2-c2cccc3ccccc23)c1,0%,1%,-75*,31%[activator],2%,?,3%,-6%,8%,-1%
CCOc1cccc(-c2cc(C(=O)NN)[nH]n2)c1,-7%,-4%,-1,-4%,-3%,10%,3%,-3%,-26%,2%
CCC(C(=O)OCC(=O)Nc1cccc(C(C)=O)c1)c1ccccc1 (centres undefined),11%,-5%,-15,153%,-1%,1%,6%,3%,4%,-7%
O=C(NCc1ccc2c3c(cccc13)C(=O)N2)c1cccs1,26%,3%,5,47%[activator],2%,nt,?,-2%,7%,26%
CCNC(=O)c1cc(Cl)ccc1OC,-1%,-2%,14,4%,3%[46.1 µM],-5%,nt,-5%,9%,-1%
CCOc1ccccc1N1CCN(C(=O)C2=CC=CN3CCS(=O)(=O)N=C23)CC1,nt,0%,6,5%,10%,nt,nt,-3%,-11%,12%
COc1ccc(-n2nnnc2-c2ccc(S(C)(=O)=O)cc2Cl)cc1,?,-1%,0,-3%,-4%,10%,1%,-4%,-8%,3%
COc1cc(O)c(C(CCN2CCCC2)c2ccc3c(c2)OCO3)c(OC)c1 (centres undefined),-3%,-2%,10,-1%,5%,-17%,-7%,nt,-22%,13%
CCOC(=O)/C(C#N)=C/c1cccc(F)c1,4%,-5%,1,6%,1%,-9%,-2%,-1%,4%,-1%
COc1ccc(N2CCN(Cc3cc4c(cc3Br)OCCO4)CC2)cc1,10%,24%,3,-1%,-1%,2%,-18%,-1%,5%,-1%
CNS(=O)(=O)c1ccc(N2CCCC2=O)c([N+](=O)[O-])c1,7%,-4%,5,-1%,-2%[46.1 µM],-4%,nt,3%,?,5%
Cc1cc(NC(=O)Nc2ccc(Cl)cc2)n(C)n1,9%,-8%,0,-3%,0%,46%[activator],-11%,0%,-3%,-2%
CC(C)[C@H](NC(=O)[C@@H]1CSC2c3ccccc3C(=O)N21)C(=O)NCc1ccco1 (some centres undefined),4%,-3%,-1,0%,0%,3%,-2%,6%,-30%,-1%
NC(CC(=O)OC1CCCCC1)C(=O)OC1CCCCC1 (centres undefined),5%,-2%,-2,0%,1%,?,10%,0%,-4%,-8%
O=C(NN=C1C2CC3CC(C2)CC1C3)c1cc(Cl)ccc1O,-18%,2%,-14,12%,1%,-2%,1%,1%,7%,0%
COc1cc(OC)cc(-c2sc3ccc(OC)cc3c2C#CCCO)c1,nt,1%,-14,2%,6%,nt,nt,nt,7%,31%
Cc1nnc(SC(C)C)n(N)c1=O,6%,-3%,-3,4%,2%,0%,nt,0%,4%,0%
CCCC(=O)Nc1nnc(C2CCCO2)s1 (centres undefined),-11%,8%,5,-1%,5%,-5%,-14%,-1%,38%,-2%[11.5 µM]
CC1(OC(=O)CCc2ccccc2)C(=O)C=C2C=C(c3ccc(C#N)cc3)N(C3CC3)C=C2C1=O (centres undefined),6%,17%,2,15%,-9%,-2%[11.7 µM],?,-1%,8%,-16%
COc1cc(C=O)c(Br)cc1OCC(=O)NCc1ccccc1,13%,5%,-5,0%,-48%,-8%,0%,-5%,12%,-4%
COc1ccccc1CCC(=O)N1CCC(n2nccc2NC(=O)C2CCOC2)CC1 (centres undefined),14%,0%,13,4%,1%,nt,2%,nt,3%,6%
COc1ccc(C#Cc2c(-c3ccccc3)n(C)c3ccccc23)cc1,nt,nt,54,482%,-2%,nt,nt,-1%,-3%,9%
O=S(=O)(NCc1ccc(C(F)(F)F)cc1)c1ccc(-n2cnnn2)cc1,-2%,6%,-17,-2%,-2%,nt,0%,-3%,3%,3%
C/C=C/c1ccc(OCCOc2cccc3cccnc23)c(OC)c1,6%,?,3,-4%,6%[46.1 µM],?,-2%,-2%,1%,-2%
COc1ccc2c(c1OC)CN1CCc3cc4c(cc3[C@@H]1[C@@H]2O)OCO4,9%,-1%,9,7%,5%,-6%,3%,-8%,14%,-1%
CC(C)C(=O)Nc1ccc(NC(=O)c2cc3ccccc3o2)cc1,4%,-2%,6,-4%,0%,?,-1%,-3%,13%[7.66 µM],-13%
O=C(c1ccco1)N1CCN(c2ccc([N+](=O)[O-])cn2)CC1,nt,nt,nt,-1%,2%,nt,nt,-3%,-13%,nt
COC(=O)Cn1c(=NC(=O)C(C)(C)C)sc2c(C)cc(C)cc21,1%,0%,13,-11%,8%,19%,?,-6%,0%,5%
CC1CCCN(CCCNC(=O)c2cc3c(Cl)nc4ccccc4c3s2)C1 (centres undefined),?,-3%,1,-6%,-4%,?,-2%,-2%,-27%,0%
COc1ccc(/C=C/C(=O)OCC(=O)N2CCCC2)c(OC)c1,nt,1%,-2,2%,0%,nt,nt,-1%,-4%,-5%
CCC(=O)N1N=C(c2ccc(C)o2)CC1c1ccc(OC)cc1 (centres undefined),-11%,1%,12,5%,1%,?,10%,2%,23%,-1%
O=C(Cn1ccc(NC(=O)OCc2ccccc2)nc1=O)NCc1nc2ccccc2[nH]1,nt,-5%,-12,6%,5%,nt,nt,3%,0%,-1%
C/C=C(\C)C(=O)OC(C)(C)[C@@H]1Cc2cc3ccc(=O)oc3cc2O1,nt,17%,13,7%,11%,nt,nt,2%,9%,4%
Cc1ccc(NS(=O)(=O)c2ccc(CCC(=O)NCCO)cc2)cc1,-2%,-3%,-8,0%,7%,8%,-6%,-10%,23%,nt
CCCCOc1ccc(C(O)C(CN2CCOCC2)c2ccccc2)cc1 (centres undefined),1%,?,-7,0%,-11%,nt,-9%,-3%,22%,-23%
Cc1ccc(C2CC(c3cccs3)=NN2C(=O)CSC2=NN3CCCC(=O)N=C3S2)cc1 (centres undefined),0%,1%,7,-11%,-3%,-7%,8%,-3%,4%,9%
COc1ccc(C(CC(=O)N2CCCC2)c2c(OC)cc(OC)c3c(-c4ccccc4)cc(=O)oc23)cc1 (centres undefined),2%,-12%,-5,-3%,1%,-7%,-17%,-2%,-52%[inhibitor],-19%
O=C(COC(=O)c1ccccc1SCC(=O)NC1CCCCC1)NC1CCCCC1,6%,-1%,-3,-4%,-114%,-2%,1%,-3%,1%,1%
CCN=C1S/C(=C\c2ccc(OC)c(OCC)c2)C(=O)N1CC,2%,-3%,-6,nt,2%[46.1 µM],4%,nt,nt,nt,-1%
O=C(CCCc1ccccc1)Nc1nncs1,2%,2%,4,6%,-5%[46.1 µM],-4%,-4%,-9%,10%,2%
COc1ccc(-n2c(SCc3cn4c(C)cccc4n3)nc3ccccc3c2=O)cc1OC,9%,4%,6,0%,-5%,0%,-3%,-1%,?,0%
Cc1ccc(C(=O)NNC(=O)C(C)Oc2ccccc2F)cc1S(=O)(=O)N1CCOCC1 (centres undefined),nt,-17%,-6,2%,-3%,nt,nt,-1%,14%,0%
Cc1cc(C)cc(NC(=O)/C(C#N)=C/c2cn(CC(=O)NCc3ccco3)c3ccccc23)c1,11%,0%,6,289%[activator],3%[46.1 µM],-2%,nt,3%,-54%[inhibitor],3%
CC(=O)C1=C(O)C(=O)N(c2cc(C(C)(C)C)on2)C1c1ccc(Br)cc1 (centres undefined),-4%,-5%,-17,17%,3%,?,23%,-12%,14%,4%
COc1cc(C)ccc1OCCOc1cc(C)ccc1Cl,20%,-8%,-25,-2%,2%,?,-1%,0%,20%,0%
CN1CCN(S(=O)(=O)c2cc([N+](=O)[O-])ccc2Cl)CC1,-5%,-1%,0,2%,-2%,16%,?,1%,0%,2%
NC(=O)C1(Nc2ccc(-c3ccc(Br)cc3)cc2)CCCC1,nt,nt,nt,-15%,6%,nt,nt,1%,6%,nt

# Not all compounds are listed; the hit share may differ from the screen's.
